Screening data deposited in PubChem by National Center for Advancing Translational Sciences (NCATS).
Tau FP inhib: blocks human tau fibril formation measured by polarization. Potency, µM (titrated, usually from 57.7 µM), for the others: at the highest dose activity, negative = inhibition, usual class: inhibitors. K18 P301L tau heparin fibrillization, Alexa594 FP, 6 h. P10636. 280,000 tested, 0.39% active; note: nearly all actives have a fitted effect of over 55% in size
Target sequence (P10636 561-689 P618L limits assumed): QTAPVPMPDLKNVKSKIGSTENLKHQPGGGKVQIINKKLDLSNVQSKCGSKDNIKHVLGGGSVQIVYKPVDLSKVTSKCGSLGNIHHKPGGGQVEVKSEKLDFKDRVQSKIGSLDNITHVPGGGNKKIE
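Recombinant K18 P301L […], labeled with Alexa 594 at 0.24 uM over 15 uM unlabeled; heparin inducer 20 uM final; 37 C, 6 hr; FP endpoint.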
TR SRC2 fluor cs: counter-screen for TRb-SRC2 inhibitors: fluorescence interference | AID 1479 | Potency, µM (highest dose often 106 µM), inactives show at the top dose fluorescence change, negative = quenching | 280,000 tested, 0.29% active | TRb/SRC2 Texas Red total fluorescence interference; active = well fitted curve in either direction with a large enough effect; inconclusive = small, poorly fitted or top-dose-only effect
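Human TRβ ligand-binding domain (0.6 uM) and Texas Red SRC2 peptide (20 nM) in Tris buffer with 1 uM T3 and 5% DMSO were incubated with pinned compound for 5 hr at ambient temperature. Total fluorescence was computed as S + 2P (555/632 nm).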
L3MBTL1 inh: L3MBTL1 (human) inhibition; Q9Y468; AlphaScreen L3MBTL1–H3K9me1 peptide binding; Potency, µM (doses to about 57.1 µM), inactives show at the highest dose activity, negative = inhibition, hits mostly inhibitors; 230,000 tested, 0.66% active; note: nearly all actives have a fitted effect of over 60% in size
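First, the protein-peptide complex forms for 30 min at room temperature (L3MBTL1 50 nM, biotinylated H3K9me1 peptide 75 nM). Next, compounds are pin-transferred and incubated 30 min. Finally, AlphaScreen beads are added and read after 30 min.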
Tau ThT inhib: blocks human tau fibril formation measured by thioflavin T; P10636; recombinant tau K18 P301L, heparin-induced fibrillization, ThT fluorescence; Potency, µM (highest dose often 57.4 µM), for the others: at the highest dose activity, negative = inhibition, hits mostly inhibitors; 270,000 tested, 2.1% active; note: nearly all actives have a fitted effect of over 55% in size
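Fibril formation assay: tau K18 P301L at 15 uM with trace Alexa 594 label, heparin inducer 20 uM, pH 7 sodium acetate buffer, 37 C for 6 hr; endpoint ThT signal.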
Tau fluor counter: counter-screen for tau fibril formation inhibitors; AID 1463; 280,000 tested, 0.93% active; tau K18 P301L Alexa594 fluorescence, heparin fibrillization; Potency, µM (doses to about 57.7 µM), without a hit: at the highest dose activity change, negative = decrease; note: nearly all actives have a fitted effect of over 55% in size
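Human tau K18 P301L (15 uM unlabeled, 0.24 uM Alexa 594-labeled) in 100 mM sodium acetate pH 7 with 20 uM heparin, 6 hr at 37 C. ThT 30 uM added, 1 hr ambient; Alexa 594 FP and total fluorescence read at 555/632 nm.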
aGal spleen mod: inhibits or activates alpha-galactosidase in human spleen homogenate. P06280. human spleen homogenate, 4MU-alpha-Gal fluorescence, 40 min. Potency, µM (highest dose often 80 µM), without a hit: top-dose activity change, negative = inhibition, actives largely listed as inhibitors. 240,000 tested, 0.008% active;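 note: 0% = enzyme with vehicle and -100% = no enzyme basal signal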
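qHTS titration in buffer at pH 5.0. Alpha-galactosidase activity in spleen homogenate was measured via 4-methylumbelliferone release from 1 mM fluorogenic substrate after 40 min at 37C and a pH 10 stop. AC50 came from Hill fits of control-normalized data.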
ALDH1A1 block: blocks purified human ALDH1A1 activity. P00352. Purified ALDH1A1, NADH fluorescence, propionaldehyde substrate. Potency, µM (top dose mostly 75.3 µM), without a hit: at the top dose activity, negative = inhibition, most hits filed as inhibitors. 220,000 tested, 7.3% active. AID 1030; active = well fitted inhibition curve with a large enough effect, not every such curve was filed as active; inconclusive = small, poorly fitted or top-dose-only effect, or another doubt; inactive = no such curve, though single readings can be large or run the other way;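 note: plate controls were no enzyme wells and a reference inhibitor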
Target sequence (P00352 whole entry, looked up): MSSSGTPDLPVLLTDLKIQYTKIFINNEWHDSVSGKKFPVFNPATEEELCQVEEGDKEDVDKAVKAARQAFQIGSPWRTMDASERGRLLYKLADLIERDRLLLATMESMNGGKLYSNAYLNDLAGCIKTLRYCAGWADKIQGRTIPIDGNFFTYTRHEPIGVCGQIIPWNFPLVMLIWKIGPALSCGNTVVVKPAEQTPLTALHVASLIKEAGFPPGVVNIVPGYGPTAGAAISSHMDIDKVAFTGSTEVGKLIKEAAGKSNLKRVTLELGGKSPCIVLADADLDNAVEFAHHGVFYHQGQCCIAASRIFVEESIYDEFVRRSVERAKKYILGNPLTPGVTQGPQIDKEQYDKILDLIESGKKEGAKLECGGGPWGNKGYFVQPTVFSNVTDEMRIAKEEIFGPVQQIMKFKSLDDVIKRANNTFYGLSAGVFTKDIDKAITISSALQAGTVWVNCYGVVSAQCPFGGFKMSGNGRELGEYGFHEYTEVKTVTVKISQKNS
TRb SRC2 PPI: inhibitors of human thyroid hormone receptor beta-SRC2 interaction; 280,000 tested, 0.065% active; P10828; TRbeta-SRC2 peptide binding, fluorescence polarization; receptor liganded with 1 µM T3; Potency, µM (highest dose often 106 µM), inactives show at the top dose activity change, negative = inhibition, actives largely listed as inhibitors;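 note: plate controls were bound peptide for no effect and peptide without receptor for full effect; nearly all actives have a fitted effect of over 50% in size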
Target sequence (P10828 whole entry, looked up): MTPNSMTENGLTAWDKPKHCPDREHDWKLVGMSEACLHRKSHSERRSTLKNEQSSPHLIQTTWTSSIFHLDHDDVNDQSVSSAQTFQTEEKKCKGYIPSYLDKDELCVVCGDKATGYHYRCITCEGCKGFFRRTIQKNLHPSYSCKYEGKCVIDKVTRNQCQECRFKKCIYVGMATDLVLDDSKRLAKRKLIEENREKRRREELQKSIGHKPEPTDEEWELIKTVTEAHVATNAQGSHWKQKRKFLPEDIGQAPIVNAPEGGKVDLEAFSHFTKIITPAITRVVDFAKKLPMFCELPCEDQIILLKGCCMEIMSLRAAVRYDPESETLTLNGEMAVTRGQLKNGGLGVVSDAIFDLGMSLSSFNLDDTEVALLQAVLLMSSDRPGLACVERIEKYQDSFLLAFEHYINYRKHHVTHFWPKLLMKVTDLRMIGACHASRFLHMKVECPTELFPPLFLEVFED
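Polarization signal, normalized between peptide-alone and full complex controls, measured compound effects on T3-liganded human TRb LBD (0.6 uM) binding 20 nM Texas Red SRC2 peptide after 5 hr.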
Numbers without * were called inactive; ? = inconclusive; . = not tested or not shown; [ ] = remark or other dose. Unless noted, calls come from the whole dose curve; as a rule, active = well fitted curve in the direction sought with a large enough effect; inconclusive = small, poorly fitted or top-dose-only effect, or another doubt; inactive = no such curve, though single readings can be large; an effect the other way counts as inactive or inconclusive. Unless noted, % is set by controls: 0 for no effect and ±100 for the full control effect; potency is the fitted concentration of half-maximal effect.

Order of values – Tau FP inhib, TR SRC2 fluor cs, L3MBTL1 inh, Tau ThT inhib, Tau fluor counter, aGal spleen mod, ALDH1A1 block, TRb SRC2 PPI
COc1ccc(CC(=O)NNC(=O)c2ccc(SCc3cc(F)ccc3F)c([N+](=O)[O-])c2)cc1
 : -3%, 0%, 7%, 4%, -7%, -3%, 3%, -15%
COc1ccc(CC(=O)n2[nH]c(=O)cc(C)c2=O)cc1OC
 : -20%, 0%, 2%, -15%, -8%, 2%, -5%, 0%
CC1(C)OC(=CC=Nc2ccc(Cl)cc2)OC1(C)C
 : -7%, 0%, -7%, ?, -19%, -7%, ., 2%
O=C(O)CN1C(=O)CC(Cc2ccc(Cl)cc2)C1=O (stereo not given)
 : 1%, 1%, 9%, 0%, 5%, 2%, 3%, -2%
O=C1c2cccc(OCC(=O)N3N=C(c4cccs4)CC3c3ccc(F)cc3)c2CCN1Cc1cccnc1 (stereo not given)
 : 0%, -8%, -17%, -12%, -7%, 2%, ?, 4%
CCc1nn(CC(=O)NCc2ccccc2Cl)c(=O)c2cccn12
 : ?, -3%, ., ?, ?, ., ., -5%
OC(COc1ccccc1)CSc1ncn[nH]1 (stereo not given)
 : 6%, -1%, ., -5%, 3%, 11%, -3%, -12%
CCOc1ccccc1NC(=O)C(OC(=O)C1CC1)c1ccccc1 (stereo not given)
 : -1%, -1%, ., ., 3%, -4%, ., 1%
COc1cc(/C=N/NC(=O)Cc2csc(C)n2)ccc1OCC(C)C
 : -10%, -2%, -10%, -13%, 0%, -9%, -5%, -2%
CCC(CC)C(=O)N1CCc2cc(OC)c(OC)cc2C1COc1ccccc1OC (stereo not given)
 : 5%, 1%, ., -7%, -3%, ., ., 10%
Cc1nc(N)nc(Nc2ccc(C#N)cc2)c1Br
 : -6%, 0%, 13%, -11%, -10%, 3%, ., -3%
OCC1OC(n2cnc3c(NC4CCCCC4)ncnc32)C(O)C1O (stereo not given)
 : -2%, -2%, 12%, -15%, -6%, -6%, -2%, -7%
COc1ccccc1-c1cc(C(F)(F)F)nc(S(=O)(=O)CCCC(=O)Nc2ccc(F)cc2F)n1
 : 12%, 0%, ., 0%, -10%, ., ., 1%
Cc1c(Cl)c(-c2n[nH]c(=S)n2Cc2ccco2)nn1C
 : 1%, -6%, ., -6%, -10%, -6%, ?, 0%
CN1CCN(C/C(=C2/N=C(c3ccccc3)OC2=O)N(C)C)CC1
 : -9%, -4%, -8%, -2%, -13%, 5%, ?, -20%
COc1ccccc1NC(=O)c1cc(S(=O)(=O)N(C)C2CCCCC2)ccc1F
 : -7%, -2%, ., -3%, -27%, ., ., 7%
C=CCSc1nc(-c2ccccc2)c2cc(Cl)ccc2n1
 : -13%, 1%, 3%, -20%, -20%, 3%, ?, 5%
Cc1ccc(-n2ccnc(NCCc3ccccc3)c2=O)cc1C
 : 2%, -1%, ., -8%, -5%, ., ., 5%
O=C(/C=C/c1ccncc1)c1ccc(NC(=O)c2ccccc2F)cc1
 : 5%, -5%, -4%, -16%, 16%, -6%, ?, 3%
CC1CN(c2ccccc2)CCN1Cc1nc(Cc2ccccc2)no1 (stereo not given)
 : 2%, -2%, -5%, -7%, -16%, 13%, 14%, 10%
c1cncc(-c2nc(NCCCN3CCOCC3)c3c4c(sc3n2)CCC4)c1
 : 2%, 2%, ., ?, -21%, 13%, ?, 2%
CNc1ccccc1C(C)(C)c1ccn[nH]1
 : 13%, 2%, -4%, -9%, 5%, 3%, 6%, -5%
Cc1ccc(/C=C2\SC(=S)N(/N=C/c3cc([N+](=O)[O-])ccc3O)C2=O)o1
 : ?, -11%, ., 18µM*, ?, -1%, 7.1µM*, -6%
CCCn1c(Nc2ccc(Cl)cc2)nc2ccccc21
 : 11%, -2%, -2%, -6%, ?, -15%, 4%, -23%
N#Cc1c(NC(=O)CSc2nc(-c3ccco3)cc(C(F)(F)F)n2)sc2c1CCCC2
 : -2%, -1%, 4%, 4%, -12%, 2%, ?, -6%
Cc1oc2c(O)c(O)ccc2c(=O)c1-c1cnn(-c2ccccc2)c1
 : 3%, -1%, -17%, -3%, -2%, 10%, 28µM*, -9%
CCOc1ccc(NC(=O)CN(C)C(=O)C2CCCC2)cc1OCC
 : 1%, -1%, ., 5%, 0%, 1%, 6%, -3%
COc1ccc(Cl)cc1C(=O)N(Cc1nc(-c2cccc(C)c2)no1)C(C)C
 : 11%, 1%, 6%, -11%, -12%, 6%, 19%, -2%
O=C(COC(=O)c1ccccc1Nc1cccc(C(F)(F)F)c1)NCc1ccco1
 : -9%, -4%, ?, ?, -27%, -19%, ?, -6%
Cc1c(C(=O)OC(C)C(C)C[N+](C)(C)C)oc2ccccc12 (stereo not given)
 : 2%, 1%, ., -11%, -11%, 1%, -10%, 2%
COc1ccc(C(C(=O)NC2CCCCC2)N(C(=O)CCl)c2ccccc2Cl)cc1 (stereo not given)
 : 5%, -2%, 7%, -5%, 2%, -11%, 10%, -5%
CC(C)c1ccc(NC(=O)c2cn(C3CCCCC3)c(=O)c3c2c2ccccc2n3C)cc1
 : -5%, 0%, ., -10%, -10%, ., ., -5%
COC(=O)c1cc(CSc2nnc(-c3ccccc3)c(-c3ccccc3)n2)oc1C
 : -3%, -3%, -3%, -9%, -9%, 5%, 16µM*, 7%
COc1ccc(OC)c(Nc2cc(-c3ccccc3)nc(N)n2)c1
 : 16%, -4%, ., ?, -28%, 15%, -7%, -5%
Cc1cc(C)c(S(C)(=O)=O)c(Oc2cccc(C(F)(F)F)c2)n1
 : -2%, -4%, 3%, -3%, -3%, -10%, ?, 2%
COc1ccc(C(=O)NCC(=O)OCc2ccc(F)cc2)cc1
 : -4%, -5%, 2%, -7%, -3%, 0%, -8%, -3%
O=C(c1cc(-c2cccc(O)c2)on1)N1CCCCC1
 : 7%, 3%, 4%, -6%, 5%, 0%, ?, -14%
O=C(CCN1C(=O)/C(=C\c2ccccc2Cl)SC1=S)N1CCN(c2ccccc2)CC1
 : 0%, -1%, 2%, -17%, -27%, 2%, ?, -22%
CCOc1ccc(N(CC(=O)Nc2cccc(F)c2)S(=O)(=O)c2c(C)noc2C)cc1
 : ?, -3%, 9%, -1%, ?, 0%, 8%, 5%
O=P(CCNCc1ccco1)(c1ccccc1)c1ccccc1
 : 2%, -2%, 5%, -8%, 4%, -3%, 9%, 1%
COc1ccc(C2=C(C)C(=O)N(Cc3ccc(C(=O)NCc4cccc(C)c4)cc3)S2(=O)=O)cc1
 : -4%, 158µM*[quencher], ., -4%, -19%, ., ., -24%
COc1ccccc1C(OC(=O)c1cccs1)C(=O)NCc1ccco1 (stereo not given)
 : ?, -1%, -9%, ?, -14%, 1%, 25µM*, 0%
c1ccc2nc3c(cc2c1)CCCCCC3
 : -7%, -2%, ., -8%, -10%, 2%, -2%, -2%
N#C/C(=C\c1ccc[nH]1)C(=O)NC1CC1
 : 0%, 0%, ., -4%, -7%, -7%, -10%, -2%
CC(C)CNC(=O)C1CC(=O)OC12CCCCC2 (stereo not given)
 : 1%, 1%, -1%, -1%, 0%, 5%, 5%, -13%
CCc1cccc(NC(=O)Cn2c(=O)n(CCc3ccc(OC)c(OC)c3)c(=O)c3ccccc32)c1
 : ?, -1%, ., 10%, -12%, ., ., 0%
COc1ccc2nc(SCC(=O)c3ccco3)[nH]c2c1
 : -5%, 0%, -1%, -19%, -4%, -6%, ?, -3%
CCOC(=O)c1cc(CC)sc1/N=C/C1=C(O)CCCC1=O
 : ?, 0%, -7%, -16%, -14%, 0%, -9%, -6%
O=C(Cc1ccccc1)NC(=S)Nc1ccc(N2CCCCC2)cc1
 : ?, -1%, -7%, ?, ?, -1%, ?, -4%
CC1(C)Cc2cccc(OCC(=O)NC3CC3)c2O1
 : -12%, 4%, ., -10%, -4%, 12%, ?, -6%
CCN(CC)C(=S)Nc1ccc(Cl)c(Cl)c1
 : -19%, -1%[53 µM], 10%, 11%, -15%, 2%, 7%, -3%[53 µM]
Cn1c(=O)c(=O)n(C)c2cc(S(=O)(=O)N3CCN(Cc4ccccc4)CC3)ccc21
 : -4%, 0%, -2%, -3%, -5%, -5%, 1%, -4%
CCCn1c(SCC(=O)Nc2cc(S(=O)(=O)N(C)C)ccc2OC)n[nH]c1=O
 : 5%, -3%, -4%, -4%, 2%, -16%, -5%, 0%
O=C(c1ccc(-c2cc3ccccc3oc2=O)cc1)N1CCN(c2ccc(Cl)cc2[N+](=O)[O-])CC1
 : -4%, -15%, -14%, ?, -18%, 0%, 5%, 4%
CCOC(=O)C1=C(CN2CCC(C)CC2)NC(=O)NC1c1ccc(OC(C)C)cc1 (stereo not given)
 : 3%, -1%, ., 2%, -4%, ., ., -3%
CCC(C)OC(=O)C(C)Oc1ccc(-c2ccccc2)cc1 (stereo not given)
 : -8%, -5%, ., ?, -15%, 5%, -1%, -3%
O=C(CSc1nc2ccccc2n1S(=O)(=O)c1cccc([N+](=O)[O-])c1)NCc1cccs1
 : 6%, 4%, -10%, -1%, 4%, 1%, ?, 0%
CC/C=C\C[C@H](O)/C=C/C=C\C/C=C\C/C=C\CCCC(=O)O
 : 1%, 0%, ., -3%, -7%, -10%, 4%, 6%
CCOC(=O)c1c(C)n(CC(COC(C)=O)OC(C)=O)c2ccc(OC(C)=O)cc12 (stereo not given)
 : -9%, 1%, ., -10%, -10%, -3%, 11%, -1%
COc1ccc(C(=O)Oc2c(Sc3ccccc3)c(C)nn2-c2ccccc2)c(OC)c1
 : -10%, -1%, ., ?, -16%, ., ., 10%

Profiles as entered above. Screens in order: Tau FP inhib	TR SRC2 fluor cs	L3MBTL1 inh	Tau ThT inhib	Tau fluor counter	aGal spleen mod	ALDH1A1 block	TRb SRC2 PPI
O=C(c1cc(-c2cccc(O)c2)on1)N1CCCCC1 is listed as 7%	3%	4%	-6%	5%	0%	?	-14%
CCC(C)OC(=O)C(C)Oc1ccc(-c2ccccc2)cc1 (stereo not given) is listed as -8%	-5%	.	?	-15%	5%	-1%	-3%
COc1ccc(C(C(=O)NC2CCCCC2)N(C(=O)CCl)c2ccccc2Cl)cc1 (stereo not given) is listed as 5%	-2%	7%	-5%	2%	-11%	10%	-5%
O=C(Cc1ccccc1)NC(=S)Nc1ccc(N2CCCCC2)cc1 is listed as ?	-1%	-7%	?	?	-1%	?	-4%
CC(C)CNC(=O)C1CC(=O)OC12CCCCC2 (stereo not given) is listed as 1%	1%	-1%	-1%	0%	5%	5%	-13%
